bovine MsrA act – activates bovine MsrA enzyme | activation, % at 10.6 µM | 360,000 tested, 0.3% active | purified bovine MsrA, absorbance read-out; in the data active means activation above about 7.5%;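 further: 0% = vehicle and 100% = reference activator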
SUMO1 PPI mod – modulators of human SUMO1-mediated protein-protein interactions; P63165; SUMO1 binding to a labelled peptide, TR-FRET, 1 h; inhibition, % at 20 µM; 360,000 tested, 0.33% active; AID 602429; in the data active means inhibition above about 37%
Target sequence (P63165 whole entry, looked up): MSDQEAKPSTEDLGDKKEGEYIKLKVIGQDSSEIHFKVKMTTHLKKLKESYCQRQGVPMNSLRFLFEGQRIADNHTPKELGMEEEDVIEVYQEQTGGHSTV
E coli Lon inh – inhibitors of E. coli Lon protease. purified E. coli Lon protease, fluorescence polarization. inhibition, % at 7.94 µM. 360,000 tested, 0.42% active; in the data active means inhibition above about 13%, passing the limit was not always enough;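 further: 0% = enzyme with probe and DMSO and 100% = no enzyme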
MsrA inh – inhibitors of bovine MsrA; purified bovine MsrA, absorbance read-out; inhibition, % at 15.5 µM; AID 651718; 360,000 tested, 0.75% active; in the data active means inhibition above about 4.5%;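 further: 0% = vehicle wells with enzyme and 100% = reference inhibitor wells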
Scp1 inh – blocks human Scp-1 phosphatase activity; Recombinant Scp1, phosphopeptide, malachite green phosphate absorbance; inhibition, % at 20 µM; 340,000 tested, 0.88% active; AID 493091;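 active means inhibition above about 50% at 20 µM, limit read from the data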;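 further: plate controls were DMSO wells with enzyme for no effect and wells lacking enzyme for full effect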
Target sequence (Q9GZU7 76-261 limits assumed): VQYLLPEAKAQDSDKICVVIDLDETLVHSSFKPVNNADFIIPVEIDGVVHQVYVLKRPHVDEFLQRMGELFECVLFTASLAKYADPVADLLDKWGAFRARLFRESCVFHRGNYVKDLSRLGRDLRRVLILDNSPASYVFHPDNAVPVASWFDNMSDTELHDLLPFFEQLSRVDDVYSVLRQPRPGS
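Test system: SCP-1 phosphatase catalytic domain, residues 76-261; measured by: colorimetric phosphate reagent with accelerator and stabiliser, absorbance at 630 nm; timing: enzyme reaction 45 min at room temperature, colour 5 min, stabilisation 30 min; also added: Phosphorylated 17-residue peptide substrate; compound dosing: one concentration, 20 µM, with 1.0% DMSO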
Tb MetRS inh – blocks T. brucei methionyl-tRNA synthetase activity. 360,000 tested, 0.4% active. purified T. brucei MetRS, ATP depletion, Kinase-Glo luminescence. AID 624268. inhibition, % at 11.9 µM;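 active means inhibition above a per-plate cutoff of the control wells' mean inhibition plus 3 SD, cut at about 5.5% in these data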;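 further: 0% = DMSO wells median and 100% = median of wells with control inhibitor compound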
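Measured by: Kinase-Glo luciferase luminescence reporting remaining unconsumed ATP. Material: purified T. brucei MetRS enzyme. Doses: 11.9 µM compound single dose, 0.9% DMSO. Medium: HEPES buffer containing pyrophosphatase, BSA, spermine, DTT. Times: 15 min preincubation, 2 h reaction, all 25 °C. Reagent: methionine, ATP and bulk E. coli tRNA.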
STEP inh – STEP (human) phosphatase inhibition | P54829 | inhibition, % at 20 µM | recombinant STEP, OMFP fluorogenic substrate, fluorescence | 360,000 tested, 0.25% active;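 active means inhibition at 20 µM, scaled per plate between control wells, above about 37%, limit read from the data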;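 further: 0% = DMSO with enzyme and substrate and 100% = substrate only without enzyme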
Target sequence (P54829 whole entry, looked up): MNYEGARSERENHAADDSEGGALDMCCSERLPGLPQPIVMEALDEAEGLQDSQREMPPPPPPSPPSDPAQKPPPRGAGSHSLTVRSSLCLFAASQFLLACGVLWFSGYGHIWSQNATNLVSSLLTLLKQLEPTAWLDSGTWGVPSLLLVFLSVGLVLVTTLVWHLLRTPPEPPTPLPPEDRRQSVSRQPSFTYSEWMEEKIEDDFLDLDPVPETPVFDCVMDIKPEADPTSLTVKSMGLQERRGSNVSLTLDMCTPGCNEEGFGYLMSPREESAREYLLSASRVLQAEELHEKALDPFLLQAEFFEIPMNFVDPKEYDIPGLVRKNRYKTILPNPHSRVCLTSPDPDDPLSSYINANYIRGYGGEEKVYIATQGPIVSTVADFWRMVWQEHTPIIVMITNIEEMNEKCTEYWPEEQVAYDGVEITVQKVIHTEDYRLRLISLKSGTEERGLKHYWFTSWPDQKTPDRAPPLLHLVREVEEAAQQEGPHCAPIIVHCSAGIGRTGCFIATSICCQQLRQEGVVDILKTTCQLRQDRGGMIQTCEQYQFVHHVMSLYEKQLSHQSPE
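medium = Bis-Tris buffer pH 6.0, 2.5 mM DTT, 0.005% Tween 20 | test system = STEP (striatal-enriched tyrosine phosphatase) enzyme, cell-free | measure = normalized % inhibition | compound dosing = 20 µM, 1% DMSO | also added = 25 µM OMFP | schedule = reaction 20 min, ambient temperature | measured by = fluorescence read at 480 nm ex / 540 nm em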
DNMT1 inh – DNMT1 (human) enzyme inhibition. P26358. DNMT1 molecular beacon, Hinp1I cleavage, fluorescence. inhibition (reported as % activation of signal), % at 10 µM. 360,000 tested, 0.83% active. AID 588458; in the data active means inhibition above about 50%
NRP1-CendR mod – NRP-1/CendR interaction modulation | FAM-RPARPAR peptide binding to NRP-1, fluorescence polarization | inhibition, % at 25 µM | 360,000 tested, 0.85% active;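 active means inhibition or corrected inhibition above about 18%, plus a signal ratio from 0.5 to 1.5, limit read from the data, passing the limit was not always enough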; further: strong numbers were not always called active
LMPTP block – blocks human LMPTP phosphatase | P24666 | recombinant LMPTP-A, OMFP fluorogenic substrate, fluorescence intensity | inhibition, % at 20 µM | 360,000 tested, 0.22% active | AID 651560;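 active means compounds that cut the enzyme signal by at least half of the control window in the single-dose screen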;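 further: plate controls were DMSO wells with enzyme plus substrate for no effect and substrate without enzyme for full effect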
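Assay system: LMPTP-A, protein tyrosine phosphatase of low molecular weight / Medium: pH 6.0 Bis-Tris buffer with DTT and Triton X-100 / Schedule: 50 min enzyme reaction at room temperature, protected from light / Measured by: endpoint fluorescence intensity from OMFP dephosphorylation / Read-out basis: % inhibition relative to no-enzyme and uninhibited control wells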
* marks the source's active call; other numbers are inactive results; nt = not tested or not shown. Compounds were not picked by outcome; overall some 4.3% were active at least once.

SMILES | bovine MsrA act | SUMO1 PPI mod | E coli Lon inh | MsrA inh | Scp1 inh | Tb MetRS inh | STEP inh | DNMT1 inh | NRP1-CendR mod | LMPTP block
O=C(CCc1ccccc1)Nc1ccc(S(=O)(=O)N2CCCC2)cc1 | 0 | -2 | -1 | 0.5 | -17 | 0.7 | 0 | -2 | 1 | -0.7
CCOC(=O)c1c(NC(C)=O)sc2c1CCCNC2=O | -14 | 2 | -4 | 1.2 | 8 | -1.5 | -5 | 7 | 1 | -0.1
COc1ccc(-c2cc(C(=O)Nc3ccc(Br)cc3)no2)cc1 | -3 | -11 | 9 | -0.3 | -19 | -0.8 | 16 | 38 | 2 | 39
CCN(CC)c1ccc(S(=O)(=O)N2CCOCC2)cc1NC(=O)CSc1nncs1 | 0 | 0 | -2 | nt | -3 | 0.2 | 4 | -1 | 4 | 0.2
O=C(NCC1CC1)c1onc(CSc2ccc(F)cc2)c1C(=O)NCC1CC1 | -2 | -2 | -6 | -0.3 | -5 | -0.3 | 2 | -1 | 18 | 0.6
CC(=O)c1ccc(NC(=O)CSc2nc(C)cc(C)c2C(N)=O)cc1 | -3 | -1 | -8 | 0.1 | -6 | -0.5 | 0 | -1 | 10 | 0.3
O=C(NC(=O)c1ccncc1)NC(c1ccccc1)c1ccccc1 | -5 | -1 | -5 | -1.2 | -5 | 0.1 | 2 | -2 | -7 | -0.9
Nc1ccc(N(c2ccccc2)c2ccc(N)cc2)cc1 | -4 | -15 | -9 | 2.3 | 10 | -0.8 | 5 | 62* | 10 | 5.5
C[C@H](NC(=O)C1(c2ccccc2)CCN(C(=O)[C@H]2CSCN2C(=O)OC(C)(C)C)CC1)C(=O)O | -3 | -2 | 1 | 0.6 | -2 | -0.1 | 0 | 1 | -10 | -1.8
COc1ccc(-c2cc(-c3ccc(Cl)cc3)n[nH]2)c(O)c1 | -2 | 4 | 5 | -0.3 | -10 | 0.5 | 2 | -18 | 11 | 4.7
COCC1COS(=O)(=O)NC1(C)C (stereo not drawn) | -3 | -2 | -2 | 0.3 | -4 | -0.2 | 2 | -4 | 10 | -2.3
CCOC(=O)Cc1csc(NC(=O)CCCCCN2C(=O)c3cccc4cccc(c34)C2=O)n1 | -3 | -11 | -4 | -0.3 | -8 | -0.2 | -2 | 0 | -1 | 0.7
COc1ccc(-c2ccccc2NC(=O)C2CCCN(Cc3ccc(C)o3)C2)cc1 (stereo not drawn) | -9 | -3 | 6 | 1.4 | 1 | 0.7 | -2 | -1 | 8 | 0.3
COc1ccc(S(=O)(=O)N(C)CC(=O)N2CCN(c3ccccc3)CC2)cc1 | -4 | -1 | 7 | -1.0 | -1 | -0.3 | 2 | 1 | -4 | 1.0
O=C(Nc1nc(-c2ccc([N+](=O)[O-])cc2)cs1)C1=COCCO1 | -3 | -28 | 0 | 0.7 | nt | -0.1 | -1 | -3 | -8 | 26
Cc1ccc(-n2c(C)cc(C(=O)Cn3nc(C(=O)O)c4ccccc4c3=O)c2C)cc1 | -11 | 0 | 51* | 0.9 | 3 | -1.2 | 1 | -2 | -14 | 3.7
CCC1(C)CC(C(N)=S)CCO1 (stereo not drawn) | -1 | 5 | 0 | 1.3 | -1 | 0.6 | 5 | -2 | 7 | 1.2
COc1ccc(N(C(=O)COc2ccccc2)C2C=CS(=O)(=O)C2)c(OC)c1 (stereo not drawn) | -3 | -1 | 2 | 0.2 | -3 | -0.1 | -1 | 0 | 10 | -0.7
CCOCCCNC(=O)CCCC1=NS(=O)(=O)c2ccccc2N1 | -2 | 3 | -9 | -0.4 | -10 | 0.1 | -3 | 2 | 7 | -1.3
CCCOc1ccc(/C=C2/C(=O)ON=C2C)cc1Cl | -1 | 2 | -2 | -0.2 | -4 | -0.3 | -1 | 7 | -58 | -1.8
C=C(C)C(=O)Oc1ccc(N=Nc2ccc(C)cc2)ccc1=O | -3 | 48* | 45 | 0.7 | 85* | 0.0 | 11 | 95* | 16 | 10
C(=C\c1ccccn1)/c1ccccn1 | -2 | -21 | -3 | 1.1 | -7 | 0.1 | 0 | 0 | 8 | 0.2
COc1ccc(NC(=O)C2CCCN(S(=O)(=O)c3cccc4cccnc34)C2)cc1OC (stereo not drawn) | -2 | -3 | -1 | -0.7 | -4 | 0.1 | -1 | -1 | -1 | -1.3
N#CCCN(C1CCCCC1)S(=O)(=O)CCOc1ccccc1 | 1 | 3 | -11 | 0.1 | 0 | -0.2 | 4 | 3 | 4 | 0.2
CC(=O)Nc1ccc(C(=O)N/N=C/c2cc(Br)cc(Br)c2O)cc1 | -3 | 2 | -14 | 0.0 | -10 | -0.6 | -1 | -1 | -41 | 0.2
O=[N+]([O-])c1nccn1CCCCCCN1CCOCC1 | -5 | -19 | -3 | 3.4 | nt | 0.2 | -3 | -1 | 4 | -1.2
Cc1ccccc1Oc1ncnc(N)c1[N+](=O)[O-] | -11 | -23 | 1 | 1.3 | 2 | -0.9 | 0 | 1 | 5 | 0.8
CC(CC(=O)Nc1ccccc1)n1ccnc1 (stereo not drawn) | -1 | -1 | 6 | -0.3 | -3 | -0.4 | -2 | 8 | 6 | 0.3
O=C1CN(S(=O)(=O)c2ccc(Cl)cc2)CC(=O)N1CCc1ccccc1 | 1 | -3 | -13 | -1.1 | -7 | 0.0 | -2 | 7 | 6 | -0.8
CCCN(C(=O)c1cc2c(s1)CCC2)c1c(N)n(Cc2ccccc2)c(=O)[nH]c1=O | -5 | 6 | -5 | 0.6 | 53* | 0.2 | -1 | 53* | -3 | 12

Record cards (already shown):
`CCC1(C)CC(C(N)=S)CCO1` (stereo not drawn) across the screens: bovine MsrA act: -1; SUMO1 PPI mod: 5; E coli Lon inh: 0; MsrA inh: 1.3; Scp1 inh: -1; Tb MetRS inh: 0.6; STEP inh: 5; DNMT1 inh: -2; NRP1-CendR mod: 7; LMPTP block: 1.2
`COc1ccc(NC(=O)C2CCCN(S(=O)(=O)c3cccc4cccnc34)C2)cc1OC` (stereo not drawn) across the screens: bovine MsrA act: -2; SUMO1 PPI mod: -3; E coli Lon inh: -1; MsrA inh: -0.7; Scp1 inh: -4; Tb MetRS inh: 0.1; STEP inh: -1; DNMT1 inh: -1; NRP1-CendR mod: -1; LMPTP block: -1.3
`C(=C\c1ccccn1)/c1ccccn1` across the screens: bovine MsrA act: -2; SUMO1 PPI mod: -21; E coli Lon inh: -3; MsrA inh: 1.1; Scp1 inh: -7; Tb MetRS inh: 0.1; STEP inh: 0; DNMT1 inh: 0; NRP1-CendR mod: 8; LMPTP block: 0.2

Other compounds follow.
SMILES | bovine MsrA act | SUMO1 PPI mod | E coli Lon inh | MsrA inh | Scp1 inh | Tb MetRS inh | STEP inh | DNMT1 inh | NRP1-CendR mod | LMPTP block
O=C(CN1CCN(c2ccc(F)cc2)CC1)NC(=O)NCc1ccco1 | -1 | -1 | -2 | 1.3 | 6 | 0.9 | 2 | 24 | -6 | 3.9
CC1CCCCN1CCCNC(=O)c1ccc(Br)cc1 (stereo not drawn) | -3 | -12 | -7 | -1.1 | -7 | 0.8 | -4 | 4 | -24 | -1.2
CCOc1cc(CNCCc2ccc(S(N)(=O)=O)cc2)ccc1OCc1ccc(Cl)cc1 | -1 | 1 | -4 | -0.4 | 2 | -0.6 | 8 | -7 | -9 | 1.4
CC(=O)c1ccc(Oc2cnccn2)cc1 | -1 | 0 | 3 | -0.5 | 1 | -0.4 | -2 | 0 | -3 | 0.1
COc1cc(S(=O)(=O)NCc2ccc3c(c2)OCO3)ccc1F | -2 | 3 | -2 | -1.3 | -14 | -0.5 | 1 | 3 | 4 | 0.3
O=C(O)[C@H]1CCCC[C@H]1C(=O)NCCc1ccccc1 | -4 | 1 | -5 | -0.9 | -3 | -0.9 | 4 | -1 | -1 | -0.9
Cn1c(SCc2cc([N+](=O)[O-])cc3c2OCOC3)nnc1-c1ccccn1 | -6 | -14 | -3 | 0.9 | 3 | -1.1 | -2 | -3 | -3 | -0.3
CCOc1ccc(C2c3cc(OC)c(OC)cc3CC(=O)N2c2ccc(OC)cc2)cc1 (stereo not drawn) | -3 | -4 | 5 | 2.8 | -6 | -0.5 | -1 | -3 | 0 | -0.9
CCCCn1c(N)c(N(CCOC)C(=O)c2ccc(S(=O)(=O)N3CCCCC3)cc2)c(=O)[nH]c1=O | -2 | -4 | -7 | 0.7 | -6 | -0.3 | 3 | 0 | 2 | -1.2
O=C(Nc1c2c(nn1-c1ccccc1)CS(=O)C2)c1ccc(Br)o1 (stereo not drawn) | -1 | -4 | -22 | -0.7 | -7 | -0.3 | -1 | 0 | 11 | 0.6
Cc1nc(NC(=O)CCc2ccccc2)sc1C | -2 | -3 | 15 | 1.2 | -6 | -0.5 | 9 | 0 | -4 | 2.1
COc1ccc(C2(C)NC(=O)N(CC(=O)NC(C)c3ccc(CC(C)C)cc3)C2=O)cc1 (stereo not drawn) | 1 | 5 | 2 | -1.1 | -11 | -0.6 | 0 | -1 | -9 | 0.5
CCCCOc1ccc(C(=O)Nc2ccc(C)cc2[N+](=O)[O-])cc1 | -3 | 26 | 12 | 1.2 | -3 | -0.5 | 1 | 8 | 8 | 0.9
O=C(Cn1ncc2c([nH]c3ccccc32)c1=O)NCC1CCN(Cc2ccccc2F)CC1 | -2 | -2 | 0 | -0.7 | -5 | 0.3 | 3 | 2 | -4 | 3.6
COc1ccc(C(=O)N2CCn3c2nc2ccccc23)cc1 | -2 | -2 | 2 | 1.1 | -4 | 0.0 | -3 | 2 | 1 | -1.2
CC(C)c1nc2cc3ccccc3cc2[nH]1 | -5 | -12 | 0 | 1.8 | -2 | 0.3 | 1 | 1 | 15 | -0.1
CCc1cccc(C)c1NC(=S)N(CCOC)C(C)c1ccco1 (stereo not drawn) | -10 | 22 | 2 | 0.0 | -9 | -0.6 | 3 | 1 | 1 | 2.0
